# Salmonella PhoP GFP = PhoP regulon inhibitors, Salmonella typhi PhoP promoter GFP reporter, confirmatory (AID 1850); Salmonella Typhi PhoP-promoter GFP reporter, fluorescence, 4 h; higher % means a stronger effect; inhibition, % at 50 µM, or IC50 in µM where a hit was titrated; 310,000 compounds, 0.33% hits; in the data active = a potency from the dose series; inconclusive = inhibition mostly from about 25% at the one dose, without a potency; inactive = the rest, 99 in 100 with inhibition below about 19%;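 note: 0% = induced wells with vehicle and 100% = uninduced wells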
# inhibitors of VEEV = inhibitors of VEEV TC-83 cytopathic effect, confirmation, Vero cells (AID 588727) | 350,000 compounds, 0.13% hits | inhibition, % at 20 µM, or IC50 in µM where a hit was titrated | Vero cells, VEEV TC-83 cytopathic effect inhibition; higher % means a stronger effect; in the data active = a potency from the dose series; inconclusive = inhibition mostly from about 14% at the one dose, without a potency; inactive = the rest, 99 in 100 with inhibition below about 12%; note: strong numbers were not always called active
# H1N1 NS1A inhibition = H1N1 influenza NS1A inhibitors, functional cell based assay (AID 504329); NS1A functional cell-based assay, percent inhibition; higher % means a stronger effect; inhibition, % at 12.5 µM, or IC50 in µM where a hit was titrated; 340,000 compounds, 0.3% hits; in the data active = a potency from the dose series; inconclusive = inhibition above about 27% without an active follow-up result; note: strong numbers were not always called active
# M. tuberculosis HTS = M. tuberculosis growth inhibition, HTS (AID 449762) | 330,000 compounds, 0.59% hits | M. tuberculosis H37Rv growth inhibition, 7H9 media; higher % means a stronger effect | inhibition, % at 25 µM; hits with a dose series show IC50 in µM; in the data active = a potency from the dose series; inconclusive = inhibition above about 70% without an active follow-up result;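 note: bacterial growth assessed after seven days of incubation; strong numbers were not always called active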
# M. tuberculosis = growth inhibition of non-replicating M. tuberculosis (AID 488890); Mycobacterium tuberculosis non-replicating, growth inhibition; higher % means a stronger effect; one-dose inhibition, % at 25 µM; IC50 in µM for titrated hits; 320,000 compounds, 0.39% hits; in the data active = a potency from the dose series; inconclusive = inhibition mostly from about 82% at the one dose, without a potency; inactive = the rest, 99 in 100 with inhibition below about 76%;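 note: plate controls were DMSO cells for no effect and high antibiotic wells for full effect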
# inhibitors of VEEV 10K pilot screen = further read-out of inhibitors of VEEV, marked with its call; inhibition, %; measured here: 10K pilot screen inhibition
# An asterisk follows results filed as active; i = inactive; ? = inconclusive; / = no result given.
SMILES,Salmonella PhoP GFP,inhibitors of VEEV,H1N1 NS1A inhibition,M. tuberculosis HTS,M. tuberculosis,others
CC(C)CCSc1nc(N2CCOCC2)c2c(c1C#N)CC(C)(C)OC2,11%,6.8%,3%,19%,22%,
CC(C)(C)OC(=O)N1CCN(C(=O)c2[nH]cnc2C(=O)Nc2nccs2)CC1,/,0.3%,10%,-3%,9%,
O=[N+]([O-])c1cccc(/C=N/NC2CCS(=O)(=O)C2)c1 (centres undefined),8%,i,-12%,-4%,2%,
Cc1ccc(C#CC(C)(O)C(C)(C)C)cn1 (centres undefined),-1%,i,-1%,2%,-11%,
CN(CC(=O)Nc1ccc(F)cc1)C(=O)COC(=O)/C=C/c1ccc(OC(F)F)cc1,-5%,1.9%,-3%,8%,17%,
CC(C)OCCCNC(=O)c1ccc2c(c1)NC(=O)c1ccccc1S2,4%,i,19%,8%,10%,
CCOc1ncccc1C(=O)OCC(=O)NCCc1ccccc1,2%,i,2%,-2%,-1%,
CCCc1cc(=O)n2nc(N3CCC(C(=O)Nc4c(F)c(F)c(F)c(F)c4F)CC3)sc2n1,5%,1.8%,7%,-11%,6%,
O=C(/C=C/C(Cl)(Cl)Cl)Nc1ccc(Cl)cc1,/,5.6%,-21%,/,/,
COc1ccc(CCNC(=O)CN2C(=O)C(=O)N(C3CCCC3)C2=O)cc1OC,/,0.3%,-5%,-5%,-3%,
CCOC(=O)N1CCN(CC(=O)Nc2c(C(=O)OC)[nH]c3ccc(Cl)cc23)CC1,4%,10%,-1%,7%,12%,inhibitors of VEEV 10K pilot screen=7.3
CCCN1CCN(S(=O)(=O)c2ccc(-n3cnnn3)cc2)CC1,-8%,i,-5%,5%,1%,

# Continued (6 carried over from the part before).
SMILES,Salmonella PhoP GFP,inhibitors of VEEV,H1N1 NS1A inhibition,M. tuberculosis HTS,M. tuberculosis,others
CCOc1ncccc1C(=O)OCC(=O)NCCc1ccccc1,2%,i,2%,-2%,-1%,
CCCc1cc(=O)n2nc(N3CCC(C(=O)Nc4c(F)c(F)c(F)c(F)c4F)CC3)sc2n1,5%,1.8%,7%,-11%,6%,
O=C(/C=C/C(Cl)(Cl)Cl)Nc1ccc(Cl)cc1,/,5.6%,-21%,/,/,
COc1ccc(CCNC(=O)CN2C(=O)C(=O)N(C3CCCC3)C2=O)cc1OC,/,0.3%,-5%,-5%,-3%,
CCOC(=O)N1CCN(CC(=O)Nc2c(C(=O)OC)[nH]c3ccc(Cl)cc23)CC1,4%,10%,-1%,7%,12%,inhibitors of VEEV 10K pilot screen=7.3
CCCN1CCN(S(=O)(=O)c2ccc(-n3cnnn3)cc2)CC1,-8%,i,-5%,5%,1%,
CC(=O)Nc1nc(C)c(Oc2ccccc2)c(=O)[nH]1,5%,0.4%,4%,6%,10%,
O=C(CCN1CCCC1)Nc1cccc(Br)c1,-11%,0.0%,-13%,0%,-1%,
O=C(/C=C/c1ccccc1)NCCCNC(=O)/C=C/c1ccccc1,-2%,0.2%,0%,4%,6%,
Nc1cc(N2CCNCC2)c([N+](=O)[O-])cc1Cl,-9%,1.0%,0%,1%,/,
CCn1c2ccccc2c2nnc(SCC(=O)c3ccccc3)nc21,3%,2.8%,1%,-1%,3%,
Clc1ccc(-n2ncc3c(NCc4cccnc4)ncnc32)cc1Cl,8%,4.9%,3%,-1%,8%,
C=CCC1(Cl)C(=O)C(Cl)=C(N2CCN(C)CC2)C1(OC)OC (centres undefined),-8%,i,-18%,9%,-9%,
O=c1sc(N2CCN(c3ccc(F)cc3)CC2)nc2ccsc12,4%,1.2%,-2%,-8%,-15%,
Cc1ccc(C2C(C#N)=C(N)Oc3c2sc2ccccc32)o1 (centres undefined),15%,/,/,3%,2%,
CCCN(CC(=O)Nc1ccccc1C)C(=O)c1ccc(NC2CC2)c([N+](=O)[O-])c1,0%,7.2%,-10%,0%,11%,
O=C1/C(=C/C=C/c2ccco2)SC(=S)N1c1ccc(O)cc1,16%,1.6%,-8%,7%,15%,
CC(C)(C)NC(=O)Cn1nnc(-c2ccc(S(C)(=O)=O)cc2)n1,-3%,i,1%,2%,-2%,
Cc1cccn2cc(COc3cccc([N+](=O)[O-])c3)nc12,-4%,2.6%,-3%,6%,-6%,
C/C(Cl)=C/Cn1c(N2CCCC2)nc2c1c(=O)n(C)c(=O)n2C,8%,i,20%,-13%,6%,
Cc1ccc(CNC(=O)C2(c3cccs3)CCOCC2)cc1,-8%,i,24%,-7%,13%,
Cc1cccc(OCC(=O)Nc2nc3ccc([N+](=O)[O-])cc3s2)c1,8%,0.7%,-1%,2%,54%,
Cc1ccc(NCC(=O)N/N=C\C(Br)=C\c2ccccc2)cc1,-10%,0.5%,6%,6%,36%,
N#CCSc1nc2ccccc2o1,-1%,i,0%,-7%,4%,
CCN(CC)c1ccc(O)c(C=Nc2ccc(C)c(C)c2)c1,3%,1.0%,-19%,?,55%,
N#CC1(NC(=O)COC(=O)CCN=C2NS(=O)(=O)c3ccccc32)CCCCC1,-12%,i,10%,-21%,-8%,
O=C(c1cc(-c2ccc(Cl)cc2)on1)N1CCc2ccccc2C1,7%,1.0%,-1%,0%,17%,
O=C1NC(=O)C(=Cc2ccccc2[N+](=O)[O-])C(=O)N1,/,1.8%,-3%,/,/,
CCn1c(-c2ccccc2Cl)nn(CC(=O)Nc2ccccc2OC)c1=S,-27%,7.9%,1%,0%,10%,
COc1cccc(CN2CC(C(=O)NCc3cccc(Cl)c3)CCC2=O)c1 (centres undefined),/,0.3%,-4%,/,/,
CCCCC1=CC2=C(c3ccco3)C(=O)C(C)(OC(=O)c3ccc(OC)cc3)C(=O)C2=CN1CCN1CCOCC1 (centres undefined),11%,i,5%,-4%,46%,
CN(Cc1ccccc1)C(=O)c1ccc(NC(=O)c2ccccc2)cc1,-6%,9.2%,-13%,-3%,/,
O=c1cc(O)c2ccccc2[nH]1,7%,0.4%,-7%,20%,-9%,inhibitors of VEEV 10K pilot screen=2.0
COC(=O)COc1cccc(NC(=O)c2cccs2)c1,-5%,0.0%,21%,?,/,
O=C(CCCOc1ccccc1)NNC(=O)c1ccncc1,/,5.5%,-1%,?,63%,
Cc1cc(Oc2ccc(=O)n(C)n2)nc(=S)[nH]1,-4%,/,/,-5%,-8%,
CC(Oc1nc2c(c(=O)n(C)c(=O)n2C)n1C)C1CCCCC1 (centres undefined),/,0.7%,0%,/,/,
COc1ccc(O)c(CN2CCN(CCCc3ccccc3)C(CCO)C2)c1 (centres undefined),7%,i,3%,3%,11%,
CCCCNC(=S)N(C)/N=C/c1sc(N2CCCCC2)nc1-c1cccs1,-1%,/,/,11%,32%,
CCN(CC)CCn1c(=S)[nH]c2ccc(Br)cc2c1=O,-1%,i,9%,-7%,-16%,
O=c1cc(CSc2n[nH]c(=O)n2C2CC2)c2ccc(O)cc2o1,2%,1.9%,/,0%,-8%,
COC(=O)CCC(=O)NNC(=O)c1ccc(Br)cc1,-7%,2.2%,3%,-5%,-10%,
COc1cc(/C=C2\N=C(c3c(-c4ccccc4)noc3C)OC2=O)ccc1OC(C)=O,-3%,i,4%,11%,58%,
COc1cc(OC)c(OC)cc1CNCCc1ccc(OC)c(OC)c1,6%,i,-3%,-9%,8%,
O=C(COc1ccccc1Cc1ccccc1)Nc1cccc(S(=O)(=O)N2CCOCC2)c1,/,3.8%,-4%,4%,-18%,
CCC(C)(C)n1nnnc1C(c1ccc(O)c(OC)c1)N1CCc2ccccc2C1 (centres undefined),-6%,4.0%,-3%,-6%,29%,
CCC1=C(c2ccc(C)cc2)S(=O)(=O)N=C1N1CCC(C(=O)NCCCN2CCCCC2C)CC1 (centres undefined),2%,0.4%,-4%,-17%,32%,
CCCn1c(=O)c(C(=O)NCCc2ccc(OC)c(OC)c2)c(O)c2ccccc21,3%,3.2%,-18%,-1%,-10%,
COc1cc(CNCCO)cc(Cl)c1OCc1ccc(Cl)cc1Cl,38µM*,i,2%,?,6.7µM*,
O=C(NC1CC1)c1cc(OCC(F)(F)F)ccc1OCC(F)(F)F,-12%,0.1%,-1%,-4%,-2%,
CC(=O)Nc1ccc(OCC(=O)NCc2ccc(C)cc2)cc1,7%,1.9%,-5%,-6%,-10%,
COc1ccc(NC(=O)CSc2nnc3ccc(-c4ccncc4)nn23)cc1,2%,6.1%,-4%,1%,-13%,
O=C(Nc1sc2c(c1C(=O)O)CCCCC2)c1cccs1,-3%,1.7%,-7%,6%,62%,
COc1ccc([C@H]2CC(=O)C=C(c3c(C)cc(C)cc3C)C2)cc1,/,0.7%,-5%,?,-4%,

# A stretch of the results above:
SMILES,Salmonella PhoP GFP,inhibitors of VEEV,H1N1 NS1A inhibition,M. tuberculosis HTS,M. tuberculosis,others
COc1cc(/C=C2\N=C(c3c(-c4ccccc4)noc3C)OC2=O)ccc1OC(C)=O,-3%,i,4%,11%,58%,
COc1cc(OC)c(OC)cc1CNCCc1ccc(OC)c(OC)c1,6%,i,-3%,-9%,8%,

# Next section.
SMILES,Salmonella PhoP GFP,inhibitors of VEEV,H1N1 NS1A inhibition,M. tuberculosis HTS,M. tuberculosis,others
Cc1ccc(S(=O)(=O)N2C/C=C\CN(S(=O)(=O)c3ccccc3Br)CC2)cc1,/,0.1%,-3%,/,/,
Cc1ccc(CNC(=O)c2cnc3ccccc3n2)cc1,8%,i,4%,-5%,55%,
CCN(Cc1nc(-c2ccccc2)no1)C(=O)c1ccoc1C,-3%,4.8%,-5%,7%,8%,
C=Cc1ccc(N=Cc2c(O)ccc3ccccc23)cc1,-12%,i,-1%,?,?,
OCCC1CN(Cc2cccc(F)c2F)CCN1CCc1ccccc1 (centres undefined),5%,i,-10%,3%,4%,
CC[C@@]1(C(=O)OC)N[C@H](CN(C)C(=O)COC)[C@@H]2C(=O)N(Cc3ccccc3)C(=O)[C@@H]21,/,0.3%,-6%,2%,-6%,
COc1ccc(N2CS(=O)(=O)/C(=C/N(C)C)C2=O)cc1,3%,0.5%,1%,-6%,-16%,
O=C(CCc1ccc(S(=O)(=O)N2CCCCC2)cc1)c1nnc(-c2ccccc2)o1,2%,3.9%,-4%,2%,40%,
Cn1c(=O)n(C)c2cc(NS(=O)(=O)c3cccs3)ccc21,2%,8.3%,0%,-10%,-15%,
CC(C)c1nc(C#N)c(NN)o1,6%,0.5%,-5%,-9%,-4%,
COc1ccc(NC(=S)NC23CN4CN(CN(C4)C2)C3)cc1,8%,i,-10%,-12%,-6%,
Cc1ccc(C)c(N2CCN(C(=O)CCS(=O)(=O)c3cccc4nonc34)CC2)c1,-13%,3.5%,10%,55%,45%,inhibitors of VEEV 10K pilot screen=6.4
CCC(C)N(C(=O)CSc1nnnn1-c1ccccc1OC)C1CCS(=O)(=O)C1 (centres undefined),/,1.0%,-5%,-7%,-14%,
O=C(OCCCc1cc2ccccc2c(=O)o1)c1ccccc1C(F)(F)F,/,i,-3%,-5%,17%,inhibitors of VEEV 10K pilot screen=1.5
O=C(NNS(=O)(=O)c1ccccc1)c1ccccc1-n1cccc1,-5%,3.6%,1%,-12%,-15%,
Cc1ccc(S(=O)(=O)N(C)c2cc(S(=O)(=O)N3CCOCC3)c(C)cc2C)cc1,-2%,1.1%,5%,-5%,5%,
O=C1CCC[C@H]2c3[nH]c4ccccc4c3CCN12,3%,0.5%,1%,-5%,16%,
Cc1cccc(-c2nc(NCCCN(C)C)c3ccccc3n2)c1,-4%,i,2%,7%,22%,
CC(=O)Nc1cccc(NC(=O)C2CCCN2C(=O)Nc2cccc(C)c2)c1 (centres undefined),-10%,i,2%,-5%,-2%,
COc1cc2c(cc1OC)C(C)N(C(=S)Nc1ccccc1)CC2 (centres undefined),-7%,2.0%,2%,-2%,-8%,
Cc1ccc(SCC(=O)OCC(=O)N(CCC#N)c2ccccc2)cc1C,-8%,3.1%,-8%,27%,48%,
COC(=O)c1ccc(NC(=O)CSc2nc3cccnc3n2C)cc1,8%,i,4%,-8%,4%,
c1ccc(Nc2ncnc3[nH]ncc23)cc1,5%,6.6%,/,-2%,-1%,
C[C@H](O)[C@@H]1C(=O)N2CCc3ccc(N4CCN(C)CC4)cc3[C@@H]2C[C@@H]1N(C)C(=O)c1ccc(C#N)cc1,/,i,-17%,/,/,
COc1cc(/C=N/NC(=S)NCCc2ccccc2)cc(OC)c1OC,16%,7.5%,-10%,10%,-12%,
O=C(O)/C=C/c1coc2ccc(F)cc2c1=O,-1%,1.7%,-10%,-15%,-20%,
Cc1cc(C)cc(C(=O)NC(CC(N)=O)c2ccc(N3CCN(c4ccccn4)CC3)c([N+](=O)[O-])c2)c1 (centres undefined),15%,i,7%,6%,13%,inhibitors of VEEV 10K pilot screen=0.4

# Compound activity deposited in PubChem BioAssay by Southern Research Specialized Biocontainment Screening Center.
